Screening data from PubChem BioAssay.
HT1080 cytotoxicity: cytotoxicity in HT1080 fibrosarcoma cells, cell-based, fluorescence readout (AID 620); HT1080 viability, fluorescence; higher % means a stronger effect; one-dose cytotoxicity, % at 10 µM; EC50 in µM for titrated hits; actives 0.42% (n = 87,000); in the data active = cytotoxicity above about 50%;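 also: cells exposed to compound overnight then 4 h with Alamar Blue; 0% = vehicle DMSO and 100% = killing control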
An asterisk follows results filed as active.

SMILES	HT1080 cytotoxicity
CC1=C(C(=O)OCc2ccccc2)C(c2ccc3c(c2)OCO3)NC(=O)N1CCCC(=O)O (stereo unspecified)	-10%
Cn1c(SCC(=O)N2CCCc3ccccc32)nc2ccccc2c1=O	13%
Cc1ccc(NC(=O)Cn2c(=O)n(Cc3ccco3)c(=O)c3ccccc32)c(C)c1	11%
c1ccc2sc(NC3=NCN(C4CCCCC4)CN3)nc2c1	-6%
O=C(Cc1ccccc1F)Nc1ccc(Cl)nc1	8%
CC(=O)c1cc2c(cc1NC(=O)CN1CCC(Cc3ccccc3)CC1)OCO2	31%
O=C(CSc1nc2ccc(NC(=O)CSc3nnnn3Cc3ccccc3)cc2s1)Nc1ccccc1	3%
COc1ccc(CNC(=O)c2cnn3c(C(F)F)cc(C)nc23)cc1	2%
O=C1NC(=S)N/C1=C/c1cc([N+](=O)[O-])ccc1O	4%
Cc1noc(C)c1C(=O)NCc1ccccc1	13%
CCn1c(O)c(N=NC2=NC(=O)CS2)c2cc(C)ccc21	1%
CCn1c(SCC(=O)Nc2cc(C)on2)nnc1-c1ccco1	-1%
CC(C)c1ccc(N2C(=O)CSC23C(=O)N2CCCc4cccc3c42)cc1 (stereo unspecified)	-16%
CC1CCCCN1C(=O)CSc1nnc(Cc2ccccc2)n1C (stereo unspecified)	10%
Cc1cc(OCC(=O)Nc2ccncc2)c(C)cc1Br	0%
COc1ccc(CC(=O)N2CC3(C)CC2CC(C)(C)C3)cc1 (stereo unspecified)	1%
C[C@@H](C(=O)NCc1ccccc1)[C@@H]1C[C@@]1(C)[C@@H](NC(=O)OCc1ccccc1)c1ccccc1	-7%
O=C(NCCc1c[nH]c2ccccc12)[C@@H]1C[C@H]1[C@@H](NP(=O)(c1ccccc1)c1ccccc1)c1ccccc1	0%
COc1cc(C(=O)N2CCN(c3ccc([N+](=O)[O-])cc3)CC2)ccc1OCc1c(C)noc1C	0%
COc1ccc(Nc2nc(N)nc(CSc3nncn3C)n2)cc1	-2%
COCCCNC(=O)CNC(=S)N(Cc1ccc(F)cc1)C1CCCCC1	7%
COC(=O)CSc1nnc(-c2ccc3c(c2)OCO3)n1C	-12%
COc1cccc(NC(=O)c2ccn(C)n2)c1	-13%
CCOc1ccc(C2OC34CCCCC3C(C#N)(C#N)C2(C#N)C(=N)O4)cc1OC (stereo unspecified)	-5%
CC(=O)Nc1ccc(N2C(=O)CC(N3CCN(Cc4ccc5c(c4)OCO5)CC3)C2=O)cc1 (stereo unspecified)	1%
O=C(NCC#CCOCc1ccccc1)c1ccccc1	8%
CSCC[C@H](Nc1ncnc2sc(C)c(C)c12)C(=O)O	-6%
CC(=O)Nc1ccc(S(=O)(=O)Nc2nc3ccccc3nc2N2CCCCCC2)cc1	-2%
N#CC1=C(N)Oc2n[nH]c(-c3ccccc3)c2C1c1ccsc1 (stereo unspecified)	3%
Clc1ccc(Nc2nc(-c3ccncc3)cs2)cc1	-4%
CCC(C)NC(=O)C1c2ccccc2C(=O)N(c2ccc(OC)cc2)C1c1ccc(OC)cc1 (stereo unspecified)	10%
COc1ccc2c(c1)c(C(C)=O)c(C)n2-c1ccccc1	1%
CCCCn1c(-c2nn(C)c(C)c2Cl)n[nH]c1=S	-7%
COc1ccc(OC)c(NC(=O)CSc2nnc(C3CCCCC3)n2-c2ccccc2)c1	-10%
Cc1ccc(S(=O)(=O)N(C)CC(=O)Nc2ccccc2)cc1	-4%
Nc1ccc(Nc2ccccc2)cc1	3%
COC(=O)[C@@]1(Cc2ccccc2)[C@H]2c3cc(C(=O)N4CCCC4)n(Cc4ccsc4Br)c3C[C@H]2CN1C(=O)c1ccccc1	-20%
COCCn1c(SCC(=O)Nc2ccc(S(=O)(=O)N(C)C)cc2)nc2ccccc21	11%
CCN(CC)C(=O)C(=O)Nc1cc(C(F)(F)F)ccc1Cl	5%
Cc1ccc(OCC(=O)c2cc(C)c(C)cc2C)c([N+](=O)[O-])n1	-13%

Quoted from the listing:
HT1080 cytotoxicity result of COc1ccc(OC)c(NC(=O)CSc2nnc(C3CCCCC3)n2-c2ccccc2)c1 : -10%
HT1080 cytotoxicity result of CCC(C)NC(=O)C1c2ccccc2C(=O)N(c2ccc(OC)cc2)C1c1ccc(OC)cc1 (stereo unspecified) : 10%

The listing continues:
SMILES	HT1080 cytotoxicity
O=C(Nc1ccccn1)c1ccco1	-15%
CCOc1ccc(N(C(=O)Nc2ccccc2)C2=NCCC2)cc1	-7%
CCCCCn1c(CCC(=O)Oc2ccccc2OC)nc2c1c(=O)[nH]c(=O)n2CCCC	18%
CCN1CCN(C(=O)c2cc3cc4ccc(OC)cc4nc3s2)CC1	-2%
Cc1nn(-c2ccccn2)c2nc(-c3cccs3)cc(C(=O)NCc3ccco3)c12	-16%
CCOc1ccc(S(=O)(=O)N2CCCCCC2)cc1	-6%
N/C(=N\OC(=O)Cc1ccc(Cl)cc1)c1ccccn1	9%
Cc1cccc(NC(=O)c2c(F)c(F)c(F)c(F)c2F)c1	-5%
Oc1oc(-c2ccccc2)nc1C=Nc1cccc2ccccc12	-25%
CN1Cc2cc(C(=O)c3ccccc3O)cnc2NC1=O	-10%
CCCc1nnc(SCC(=O)N2CCCCC2)n1CCCOC	-5%
CCNC(=O)c1sc(=S)n(-c2ccc(C)cc2)c1N	-11%
CCCCC1OC23CCCCC2C(C#N)(C(=N)O3)C1(C#N)C#N (stereo unspecified)	-15%
O=C(NCCOc1ccccc1)c1ccccc1	10%
COC(=O)c1ccccc1NC(=O)Cc1ccccc1OC	4%
CCCc1cc(=O)oc2cc(OCc3nn[nH]n3)ccc12	6%
Cc1ccc(C(=O)N2CCN(C3c4cccc5cccc(c45)C3NS(=O)(=O)c3ccccc3)CC2)cc1 (stereo unspecified)	-2%
O=C(c1ccc(Cl)cc1)N1CCN(c2ccc(F)cc2)CC1	6%
c1ccc(CN2c3ccccc3-c3nc4ccccc4n3C2c2ccccn2)cc1 (stereo unspecified)	23%
COC(=O)c1cc(Br)c(=O)n(CCc2ccc(O)cc2)c1	2%
Cc1ccc(N=N/C(=C\O)C(=O)c2ccncc2)cc1	-11%
O=c1oc2cc(Cl)ccc2n1CSc1nc2ccccc2s1	-7%
CC1(C(=O)NCCN2CCOCC2)C=CCN1C(=O)c1ccccc1 (stereo unspecified)	-34%
CC(C)CNS(=O)(=O)c1ccc2c(c1)OCCO2	2%
COC(=O)C1CCN(C(=O)CCC2CCCCC2)CC1	2%
Nc1cc2ccccc2oc1=O	-5%
COC(=O)CCSc1cc([N+](=O)[O-])cc2c1c(C1OCCS1)nn2-c1ccccc1 (stereo unspecified)	-6%
CCOC(=O)CCc1c(C)c2ccc(OCC)c(C)c2oc1=O	-2%
Cc1cc2ncn(C3CC(=O)N(C)C3=O)c2cc1C (stereo unspecified)	4%
Cc1ccc(C2=NC(C)(C)NC2=O)cc1	0%
N#Cc1cn(CCCOc2ccccc2)c2ccccc12	24%
Cc1cc(C)nc(NC(=O)COc2cc(Cl)cc(Cl)c2)n1	2%
Cc1nnsc1C(=O)Nc1ccc(Cl)cc1Cl	-4%
CCn1c(COc2ccc(C)cc2)nnc1SCc1nc2ccccc2[nH]1	-6%
Cc1cc(=O)n(C(NC(=O)c2ccccc2)C(=O)c2ccccc2)cn1 (stereo unspecified)	11%
COc1ccc(C(=O)Nc2nc(C)c(C)s2)cc1OC	4%
COc1ccc(C2NC(=O)C(C)S2)cc1 (stereo unspecified)	7%
CCOc1ccc(N(CC)C(=O)CCNC(=O)Cn2ccc3ccccc3c2=O)cc1	27%
O=C(Oc1c(Cl)cc(Cl)c2ccccc12)N1CCCC1	-18%
CCC(=O)Nc1ccc2c(c1)ncn2-c1ccc(OC)cc1	3%
OC1(c2cccc(C(F)(F)F)c2)CCN(Cc2nnnn2CCc2ccccc2)CC1	-7%
Cc1ccc2cc3cc(C(=O)N4CCN(Cc5ccccc5)CC4)sc3nc2c1	-5%
O=C(Oc1ccc(Cl)c2ccccc12)N1CCCCC1	-20%
COC(=O)C1=C(O)/C(=C\c2ccc(CNC(=O)C(=O)Nc3ccc(C)cc3)o2)N=C1C	0%
Cc1cc(=O)c(C(=O)O)cn1Nc1ccc(Cl)cc1	18%
COCP(=O)(c1ccccc1)c1ccccc1	-1%
CCC(CO)NC(=O)c1ccc(-c2nn(C)c(=O)c3ccccc23)cc1 (stereo unspecified)	-2%
Cc1ccc2c(c1)C(=O)CCN2	16%
Cc1cc2c(NCC(C)O)ncnc2s1 (stereo unspecified)	0%
O=c1oc(-c2ccc(Br)o2)nc2ccccc12	-2%
CCOc1ccc2nc(NS(=O)(=O)Cc3ccccc3)sc2c1	-1%
Cc1cc(C)cc(NC(=O)CSc2nnc(CN3CCOCC3)n2C)c1	-4%
COC(=O)c1ccc(C(/C=C/[C@@H](C)C(=O)N(C)C)NC(=O)OCc2ccccc2)cc1 (stereo partly specified)	0%
O=c1[nH]c2cc3c(cc2cc1CN(CCc1ccccc1)Cc1nnnn1CC1CCCO1)OCO3 (stereo unspecified)	11%
Cc1cccc(N2CCN(C(=O)Cc3ccc(Br)cc3)CC2)c1C	-29%
O=C(CSc1nc2ccccc2[nH]1)Nc1ccc(F)c(F)c1	15%
Cc1ccc(NS(=O)(=O)c2ccc(NS(=O)(=O)c3cccs3)cc2)cc1	7%
O=[N+]([O-])c1ccc(Sc2nnnn2-c2ccccc2)c(Cl)c1	8%
O=C(NCc1ccccn1)[C@@H]1C[C@H]1[C@@H](NP(=O)(c1ccccc1)c1ccccc1)c1ccccc1	-18%
Cc1cc(NC(=O)COC(=O)C2CCN(S(=O)(=O)c3c(Cl)cccc3Cl)CC2)no1	2%
Next section:
SMILES	HT1080 cytotoxicity
COc1ccc(CC(=O)N2CCCc3ccccc32)cc1	-11%
Cc1ccc(CNC(=O)[C@H](C)[C@@H]2C[C@@]2(C)[C@@H](NC(=O)OCc2ccccc2)c2ccccc2)o1	-20%
O=C(CSc1nc2cc(Cl)ccc2o1)NCCc1ccccc1	24%
N#Cc1cc2c(nc1SCc1cccc(Cl)c1)CCCCC2	-12%
O=C1C(Cl)=C(N2CCN(Cc3ccccc3)CC2)C(=O)N1Cc1ccccc1	-4%
COc1ccsc1C(=O)N1CCN(Cc2ccc3c(c2)OCO3)CC1	11%
CCOC(=O)c1sc(Nc2ccc(C)cc2C)nc1C	-15%
COc1ccc(-c2cc(-c3ccc(Br)cc3)nc3ncnn23)cc1OC	-2%
O=C(O)CC1S/C(=N/N=C/c2ccc(-c3ccccc3[N+](=O)[O-])o2)NC1=O (stereo unspecified)	-9%
CSc1nc(-c2ccco2)cc(C(F)(F)F)c1C#N	16%
CCOC(=O)Cn1c2[n+](c3ccccc31)CC(O)CS2 (stereo unspecified)	-3%
Cc1ccc(-c2csc(NC(=O)CSC3=NCCS3)n2)cc1	-11%
CCOc1nc(Nc2ccc(OC)cc2)nc(OCC)n1	0%
Cc1ccccc1C(=O)c1cccn1CC(=O)NCCN1CCN(c2cccc(C)c2C)CC1	-3%
CCN(CC)S(=O)(=O)c1cccc(C(=O)Nc2cc(C)cc(C)c2)c1	-5%
NC(=O)NC(c1ccccc1)c1ccccc1	4%
O=C(Nc1ccc(S(=O)(=O)NCc2ccccc2)cc1)c1ccc(Br)o1	-3%
CN(C)CC(C)(C)CNS(=O)(=O)c1cccc(Cl)c1Cl	-4%
CCCC/C=C/C(NC(=O)CCc1ccccc1)c1ccccc1 (stereo unspecified)	0%
Cc1ccccc1C(=O)NNC1=NCCC1	-8%
Cc1nn(Cc2ccc(C(=O)Nc3nc4c(C)cccc4s3)o2)c(C)c1Br	-14%
O=S(=O)(Nc1cccnc1)c1ccc(Cl)cc1	-12%
CC1(C)C(=O)Nc2ccccc2N1C(=O)COC(=O)c1ccc(Cl)c(S(=O)(=O)NCc2ccccc2)c1	25%
CCOc1ccc(OCc2ccc(C(=O)NCc3cccnc3)o2)cc1	-34%
Cc1ccc(CC(=O)Nc2nc3ccccc3s2)cc1	-3%
Cc1ccc2c(c1)N(C(=O)NC1CCCCC1)C(C)(C)CC2C (stereo unspecified)	4%
COc1ccc(NC(=O)C2CCN(S(=O)(=O)c3ccc(OC)c(OC)c3)CC2)cc1	-18%
Cc1cc(C)n(C(=O)CCNC(=O)c2ccccc2Cl)n1	7%
Cc1c(NS(=O)(=O)c2cccc(C(=O)NCc3ccncc3)c2)c(=O)n(-c2ccccc2)n1C	0%
Cc1cn(C(=O)C(C)N2C(=O)c3ccccc3C2=O)c(C)n1 (stereo unspecified)	-11%
CCCCN(CCCC)C(=O)c1ccccc1NC(=O)CN1C(=O)c2ccccc2C1=O	2%
CCCC(C)NC(=O)C1CCN(S(=O)(=O)c2ccccc2)CC1 (stereo unspecified)	7%

Structures shown so far that contain an aryl methoxy group, in the order listed:
SMILES	HT1080 cytotoxicity
COc1ccc(CNC(=O)c2cnn3c(C(F)F)cc(C)nc23)cc1	2%
COc1ccc(CC(=O)N2CC3(C)CC2CC(C)(C)C3)cc1 (stereo unspecified)	1%
COc1cc(C(=O)N2CCN(c3ccc([N+](=O)[O-])cc3)CC2)ccc1OCc1c(C)noc1C	0%
COc1ccc(Nc2nc(N)nc(CSc3nncn3C)n2)cc1	-2%
COc1cccc(NC(=O)c2ccn(C)n2)c1	-13%
CCOc1ccc(C2OC34CCCCC3C(C#N)(C#N)C2(C#N)C(=N)O4)cc1OC (stereo unspecified)	-5%
CCC(C)NC(=O)C1c2ccccc2C(=O)N(c2ccc(OC)cc2)C1c1ccc(OC)cc1 (stereo unspecified)	10%
COc1ccc2c(c1)c(C(C)=O)c(C)n2-c1ccccc1	1%
COc1ccc(OC)c(NC(=O)CSc2nnc(C3CCCCC3)n2-c2ccccc2)c1	-10%
CCCCCn1c(CCC(=O)Oc2ccccc2OC)nc2c1c(=O)[nH]c(=O)n2CCCC	18%
CCN1CCN(C(=O)c2cc3cc4ccc(OC)cc4nc3s2)CC1	-2%
COC(=O)c1ccccc1NC(=O)Cc1ccccc1OC	4%
COc1ccc(C(=O)Nc2nc(C)c(C)s2)cc1OC	4%
COc1ccc(C2NC(=O)C(C)S2)cc1 (stereo unspecified)	7%
CCC(=O)Nc1ccc2c(c1)ncn2-c1ccc(OC)cc1	3%
COc1ccc(CC(=O)N2CCCc3ccccc32)cc1	-11%
COc1ccsc1C(=O)N1CCN(Cc2ccc3c(c2)OCO3)CC1	11%
COc1ccc(-c2cc(-c3ccc(Br)cc3)nc3ncnn23)cc1OC	-2%
CCOc1nc(Nc2ccc(OC)cc2)nc(OCC)n1	0%
COc1ccc(NC(=O)C2CCN(S(=O)(=O)c3ccc(OC)c(OC)c3)CC2)cc1	-18%

The list is partial; count on the stated rates, not on these rows.
